ASK1 inh: inhibitors of human ASK1 kinase. AlphaScreen MKK6 phosphorylation by ASK1, luminescence. inhibition, % at 7.44 µM. hit rate 0.99% among 22,000. Q99683; in the data active = inhibition above about 35%;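 note: 0% = median of compound wells and 100% = no enzyme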
ULK1 inh: blocks human autophagy kinase ULK1. O75385. AlphaScreen Atg13 phosphorylation by ULK1, luminescence. inhibition, % at 5.96 µM. hit rate 1.9% among 30,000. AID 1259251; in the data active = inhibition above about 43%;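 note: 0% = median of compound wells and 100% = no enzyme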
Target sequence (O75385 whole entry, looked up): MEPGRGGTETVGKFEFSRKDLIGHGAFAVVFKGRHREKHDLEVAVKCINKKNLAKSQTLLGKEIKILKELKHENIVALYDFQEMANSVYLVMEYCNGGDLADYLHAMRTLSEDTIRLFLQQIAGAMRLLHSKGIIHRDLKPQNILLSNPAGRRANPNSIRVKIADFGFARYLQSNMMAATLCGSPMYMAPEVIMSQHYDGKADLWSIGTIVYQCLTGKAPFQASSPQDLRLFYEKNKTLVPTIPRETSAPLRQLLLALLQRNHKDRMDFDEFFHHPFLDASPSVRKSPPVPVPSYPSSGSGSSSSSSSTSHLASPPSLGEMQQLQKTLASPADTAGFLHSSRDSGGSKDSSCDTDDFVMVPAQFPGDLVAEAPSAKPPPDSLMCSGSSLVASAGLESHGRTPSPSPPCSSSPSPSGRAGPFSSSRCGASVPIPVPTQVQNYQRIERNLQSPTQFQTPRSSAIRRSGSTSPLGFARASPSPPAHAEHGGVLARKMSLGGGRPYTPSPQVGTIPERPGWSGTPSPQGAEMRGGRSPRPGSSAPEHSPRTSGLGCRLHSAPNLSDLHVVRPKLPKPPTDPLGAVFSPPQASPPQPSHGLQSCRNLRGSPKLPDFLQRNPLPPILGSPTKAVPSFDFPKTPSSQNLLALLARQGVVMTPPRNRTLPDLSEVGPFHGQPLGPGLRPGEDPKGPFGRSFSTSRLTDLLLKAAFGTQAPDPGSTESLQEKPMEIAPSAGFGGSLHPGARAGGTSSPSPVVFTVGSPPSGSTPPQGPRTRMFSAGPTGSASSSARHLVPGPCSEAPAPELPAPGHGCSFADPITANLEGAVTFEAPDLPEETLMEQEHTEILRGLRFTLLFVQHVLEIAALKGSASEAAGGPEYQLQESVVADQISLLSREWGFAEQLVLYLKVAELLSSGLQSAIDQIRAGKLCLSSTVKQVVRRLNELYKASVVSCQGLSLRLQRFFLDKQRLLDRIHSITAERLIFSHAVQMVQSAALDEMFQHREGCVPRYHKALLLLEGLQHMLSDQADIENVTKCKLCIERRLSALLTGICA
The depositor's hits bear a star; nt = not tested or not shown.

ASK1 inh	ULK1 inh	Structure
nt	5	FC(F)(F)c1cccc(-c2cc(N3CCC4(CC3)OCCO4)nc(-c3ccncc3)n2)c1
nt	5	CC(C)(C)NC(=O)CN(c1ccccc1)S(=O)(=O)c1ccccc1
12	-13	COc1cc(Nc2ncnc3c2nc(-c2ccccc2)n3C(C)C)cc(OC)c1OC
-1	-8	Cc1cc(NC(=O)c2cccc(-n3ncc4cc(Nc5ccccc5Cl)ccc43)c2)ccc1N1CCOCC1
nt	-4	COc1cc(C)c(S(=O)(=O)Nc2ccc(-c3cn4ccc(C)nc4n3)cc2)cc1C
-8	8	O=C(Nc1ccccc1)c1cccc(-n2ncc3ccc(-c4nn[nH]n4)cc32)c1
nt	-31	Cc1cc(C)nc(N2CCC(c3c[nH]c4ccccc34)CC2)n1
nt	8	O=[N+]([O-])c1cnn(Cc2ccccc2Cl)c1

ASK1 inh	ULK1 inh	Structure
-14	-29	CCN(CC)c1nc(Nc2ccccc2)nc(N2CCCC2CO)n1 (stereo unspecified)
8	-2	C=C(C)C/C=C/C(=C)C[C@H](C)[C@H]1OC(=O)[C@H](C)/C=C/C=C/[C@@H](O)[C@H](O)/C=C/CC[C@H]2CC[C@H](O2)[C@H]1O
3	-4	COc1nc(NCc2nc3ccccc3[nH]2)nc(Nc2ncccn2)n1
5	-19	NC(=O)c1ccc(-c2cccc(C(=O)NCCOc3ccccc3)c2)cc1
10	-1	CN1CCN(c2ccc(-c3cccc(C(=O)NCCN4CCOCC4)c3)cc2)CC1
-1	-12	CC(=O)Nc1ccc(Nc2nc(-c3cccc(C(C)=O)c3)nc3c2ncn3C2CCCCC2)cc1
-9	-5	Fc1ccc2c(c1)CC(c1nc3ccc(-c4cn[nH]c4)cc3o1)CO2 (stereo unspecified)
-2	56*	O=C(Nc1ccc2[nH]ncc2c1)C1CCNCC1

ASK1 inh	ULK1 inh	Structure
4	-7	OCC1CCCN1c1nc(NCc2nc3ccccc3[nH]2)c2ncn(-c3ccccc3)c2n1 (stereo unspecified)
8	1	COc1cc(NC(=O)c2cnc(NCc3ccc4c(c3)OCO4)s2)cc(OC)c1OC
nt	1	Cc1ccc(NC(=O)c2ccc(Cl)cc2[N+](=O)[O-])nc1
-4	-6	CC(C)n1cnc2c(NCc3cccnc3)nc(Nc3ccncc3)nc21
nt	2	O=C(O)CSCC(=O)NC1CCSC1=O (stereo unspecified)
nt	0	Cc1ccc(Nc2nc(N3CCOCC3)nc3c2cnn3-c2ccccc2)cc1
nt	-4	O=C(O)c1ccccc1C(=O)c1ccc(O)cc1
-3	7	Cc1nc(C)n(-c2ccc(Nc3nccc(-c4cc(C)on4)n3)cc2)n1

ASK1 inh	ULK1 inh	Structure
-14	15	O=C(C1COc2ccccc2O1)N1CCC(Nc2ccc3[nH]ncc3c2)CC1 (stereo unspecified)
-8	-12	COc1ccc(CCNc2ncnc3c2nc(Nc2ncccn2)n3C(C)C)cc1
nt	19	CC(O)C(O)[C@H]1CNc2nc(N)[nH]c(=O)c2N1 (stereo partly specified)
-2	1	CC(C)N(CCNc1nc(-c2ccc(C(=O)N3CCN(C)CC3)cc2)nc2c1ncn2-c1ccsc1)C(C)C
nt	-2	CC1(C)CCC(NC(=O)[C@@H](N)CCC(=O)O)CC1
3	10	O=C(NC1CCN(Cc2ccccc2)CC1)c1cccc(Nc2cnccn2)n1
nt	-7	CCOc1ccc(NC(=O)CO)cc1
5	11	CC(C)n1cnc2c(NCc3cccnc3)nc(Nc3ccc(C(F)(F)F)cc3)nc21

ASK1 inh	ULK1 inh	Structure
18	14	c1cn(-c2ccc(Nc3nccc(Nc4ccc(N5CCOCC5)cc4)n3)cc2)cn1
4	16	COc1cc(Nc2nc3c(NCCN4CCOCC4)ncnc3n2C(C)C)cc(OC)c1OC
-1	6	O=C(Nc1ccncc1)C1CCN(C(=O)[C@H](O)COc2ccc(Br)cc2)CC1
10	-2	c1csc(-c2cc(NCCN3CCOCC3)ncn2)c1
-1	18	COc1cc(Nc2nc(N)c3[nH]cnc3n2)cc(OC)c1OC
19	5	COc1cc(NC(=O)c2cccc(-c3ccc(N4CCN(C)CC4)cc3)c2)cc(OC)c1OC
14	-2	CN(C)c1cccc(Nc2nc(NCc3cccnc3)c3ncn(C4CCCCC4)c3n2)c1
2	3	Cc1cnc(Nc2ccccc2)nc1Nc1ccccc1

ASK1 inh	ULK1 inh	Structure
5	-18	Nc1nc(-c2csc3ccccc23)nc2c1ncn2-c1ccccc1
6	-3	Cn1c(Nc2nc(C(=O)NCc3cccc(C(F)(F)F)c3)cs2)nc2ccccc21
-16	14	O=C(NCc1cccnc1)c1ccc2nc(Nc3cccnc3)sc2c1
nt	-6	CCCCCCCCCCCCCCCC(=O)OCC(NC(=O)C(Cl)Cl)C(O)c1ccc([N+](=O)[O-])cc1 (stereo unspecified)
5	-2	Clc1cc(-c2ccccc2Oc2ccccn2)ccn1
17	-17	CC(C)(C)c1ncn(-c2ccc(Nc3nccc(-c4cncc(N5CCOCC5)c4)n3)cc2)n1
-17	-21	FC(F)(F)c1cccc(CNc2ccnc(-c3ccc(N4CCOCC4)nc3)n2)c1
11	-5	O=C(NC1CC1)c1ccc(-c2nc(NCCc3ccc(O)cc3)c3ncn(C4CCCCC4)c3n2)cc1

Complete entries as entered above. Order of screens: ASK1 inh, ULK1 inh
CC(C)n1cnc2c(NCc3cccnc3)nc(Nc3ccc(C(F)(F)F)cc3)nc21 is listed as 5, 11
O=C(NCc1cccnc1)c1ccc2nc(Nc3cccnc3)sc2c1 is listed as -16, 14

Next part.
ASK1 inh	ULK1 inh	Structure
nt	14	CCCCNc1cc(C(=O)O)cc(S(N)(=O)=O)c1Oc1ccccc1
0	6	c1cnc(Nc2cc(Nc3ccc(N4CCOCC4)cc3)ncn2)cn1
2	3	O=C(NCCO)c1ccc2nc(N3CCCC3CO)sc2c1 (stereo unspecified)
-5	3	O=C1CCCN1CCn1cnc2c(NC3CC3)nc(Nc3cnccn3)nc21
-15	-10	FC(F)(F)c1cccc(CNc2nc(Nc3nccc4ccccc34)nc3c2ncn3-c2ccsc2)c1
13	0	Cc1cnc(Nc2ccccn2)nc1NC1CC1
17	-10	c1ccc(-n2cnc3c(NCc4nc5ccccc5[nH]4)nc(N4CCN(Cc5ccc6c(c5)OCO6)CC4)nc32)cc1
-20	8	O=C(NCCO)c1cnc(NC2CCN(Cc3ccccc3)CC2)s1

ASK1 inh	ULK1 inh	Structure
nt	1	NCCNCCNCCNCCN
-3	-11	Cc1c(C(=O)NCCCN2CCOCC2)cccc1-n1ncc2cc(Nc3c(Cl)cccc3Cl)ccc21
-5	1	COc1cc(Nc2nc(-c3ccc(C(=O)NC4CC4)cc3)nc3c2ncn3CCN2CCCC2=O)cc(OC)c1OC
2	22	COc1cc(Nc2ccnc(NCCCN3CCCC3=O)n2)cc(OC)c1OC
-16	3	CCN(CC)c1nc(NCCCN2CCCC2=O)nc(Nc2nc3ccccc3n2C)n1
-7	-11	c1ccc(CNc2ccnc(-c3cccs3)n2)cc1
19	-23	NC(=O)c1ccccc1Nc1cc(NC(=O)Cc2ccc3c(c2)OCO3)ncc1C(F)(F)F
20	-2	FC(F)(F)c1ccc(Cn2cnc3c(NCc4ccccc4)nc(NC4CCN(Cc5ccccc5)CC4)nc32)cc1

Reprinted from the part before: 2 entries, followed by the next part.
ASK1 inh	ULK1 inh	Structure
19	-23	NC(=O)c1ccccc1Nc1cc(NC(=O)Cc2ccc3c(c2)OCO3)ncc1C(F)(F)F
20	-2	FC(F)(F)c1ccc(Cn2cnc3c(NCc4ccccc4)nc(NC4CCN(Cc5ccccc5)CC4)nc32)cc1
nt	2	CCCCN1C(=O)/C(=C/c2c(NCCCO)nc3ccccn3c2=O)SC1=S
-9	5	O=C(Cc1cn(-c2ccc(NCc3cccnc3)nn2)c2ccccc12)NCCCN1CCCC1=O
-19	1	Nc1nccc(-c2ccc(NC(=O)N(Cc3cccc(F)c3)C3CC3)cc2)n1
14	-8	O=C1CCCN1CCn1cnc2c(Nc3ccccc3)nc(NCc3ccc4c(c3)OCO4)nc21
nt	-3	CC(=O)Nc1cccc(NC(=O)COc2cccc3ccc(N4CCCC4)nc23)c1
-1	-5	COc1ccc(-c2nc(NCc3cccc(C(F)(F)F)c3)nc(OC)n2)cc1
7	-5	COc1ccc2c(c1)CC(c1nc(Nc3cncnc3)c3ccccc3n1)CO2 (stereo unspecified)
2	5	O=C(Nc1ccc2[nH]ncc2c1)[C@H]1CC[C@H](NC(=O)[C@H](O)c2ccccc2Cl)C1

ASK1 inh	ULK1 inh	Structure
20	-42	CCN(CC)c1nc(Nc2ccc(NC(C)=O)cc2)nc(N2CCN(Cc3ccc4c(c3)OCO4)CC2)n1
-6	1	c1ccc(CNc2ccnc(N3CCN(c4ccccn4)CC3)n2)cc1
-28	35	O=C(NCc1cccnc1)c1ccc2nc(Nc3nccc4ccccc34)sc2c1
-2	9	CCCNC(=O)C1CCN(c2ccc(Nc3ccc(-n4ccnc4)cc3)nn2)CC1
5	-20	COc1cccc(CN(C)C(=O)c2cc3ccc(-c4cn[nH]c4)cc3[nH]2)c1
12	28	c1cncc(CNc2nc(Nc3ccncc3)nc3c2ncn3-c2ccsc2)c1
-4	-50	CC(=O)Oc1cccc(-c2nc(Nc3ccc4[nH]ncc4c3)c3ccccc3n2)c1
nt	-14	OCCN1CCN(c2cc(-c3ccc(F)cc3)nc(-c3ccncc3)n2)CC1

ASK1 inh	ULK1 inh	Structure
nt	-2	COc1ccc(N2CCn3c(SCC(=O)Nc4c(C)cc(C)cc4C)nnc32)cc1
12	15	c1ccc(CNc2ncnc3nc(Nc4ccc(N5CCOCC5)cc4)[nH]c23)cc1
16	-3	COc1ccc(CCNc2nc(N3CCN(c4ccccn4)CC3)nc3c2ncn3Cc2ccc(C(F)(F)F)cc2)cc1
nt	66*	OC[C@H]1OC([S-])[C@H](O)[C@@H](O)[C@@H]1O.[Au+] (stereo partly specified)
-18	92*	CNC(=O)c1ccccc1Nc1cc(Nc2ccc(N3CCOCC3)cc2C)ncc1C(F)(F)F
nt	-7	CN1/C(=C\C(=O)Nc2ccc([N+](=O)[O-])cc2)c2ccccc2CC1(C)C
nt	0	C[C@H](CCC(=O)O)[C@H]1CC[C@H]2[C@@H]3CC[C@@H]4C[C@H](O)CC[C@]4(C)[C@H]3C[C@H](O)[C@]12C
-22	-4	Oc1ccc(CCNc2ccnc(Cl)n2)cc1

ASK1 inh	ULK1 inh	Structure
nt	-7	CC(N)(Cc1ccc(O)cc1)C(=O)O (stereo unspecified)
-6	4	Cn1nccc1Nc1nc2ccc(C(=O)NCCN3CCOCC3)cc2s1
6	-11	Nc1oncc1-c1ccc(NC(=O)C2COc3ccccc3C2)cc1 (stereo unspecified)
-4	7	Cc1cnc(-c2c(C)noc2C)nc1NCCN(C(C)C)C(C)C
-10	-14	c1ccc(OCCNc2nc(NCc3ccc4c(c3)OCO4)nc3c2ncn3-c2ccccc2)cc1
8	-5	CC(=O)Nc1ccc(Nc2nc(-c3cccc(C(C)=O)c3)nc3c2ncn3-c2ccsc2)cc1
-16	-12	COc1ccc(-c2cccc(C(=O)Nc3ccc(Oc4ccccc4)cc3)n2)cc1
25	36	c1ccc(Nc2nc(N3CCN(Cc4ccc5c(c4)OCO5)CC3)nc3c2ncn3-c2ccsc2)cc1

ASK1 inh	ULK1 inh	Structure
-7	-8	CC(=O)c1cccc(-c2nc(NCCO)c3ncn(CCN4CCCC4=O)c3n2)c1
17	4	COc1ccc(CCNc2nc(NCc3ccc4c(c3)OCO4)nc3c2ncn3C2CCCCC2)cc1
-5	2	O=C1CCCN1CCCNc1ccnc(NCc2cccnc2)n1
13	-5	Oc1ccc(CCNc2nc(Nc3ccc(-n4ccnc4)cc3)nc3c2ncn3-c2ccccc2)cc1
-11	-19	CCCNC(=O)c1ccc2nc(-c3cccs3)sc2c1
-3	4	NC(=O)c1cnc(-c2csc3ccccc23)s1
nt	-10	Cc1ccc(S(=O)(=O)n2ccn(CC(=O)Nc3cccc(Cl)c3)c2=O)cc1
33	-15	c1ccc(-c2nc(Nc3ccc(N4CCOCC4)cc3)c3ncn(-c4ccsc4)c3n2)cc1

ASK1 inh	ULK1 inh	Structure
1	-23	COc1ccc(CCNc2nc(-c3cccs3)nc3c2ncn3Cc2ccc(C(F)(F)F)cc2)cc1
15	17	Nc1nccc(-c2ccc3nc(C4COc5ccc(C(=O)NCCO)cc5C4)[nH]c3c2)n1 (stereo unspecified)
nt	-14	Cc1ccc(-c2cnc(N3CCN(c4ccccn4)CC3)nc2)cc1
nt	10	C=C[C@]1(C)C[C@@H](OC(=O)CSCCN(CC)CC)[C@]2(C)C(C)CC[C@]3(CCC(=O)[C@H]32)[C@@H](C)[C@@H]1O (stereo partly specified)
7	-40	CCN(CC)c1nc(NCCc2ccc(O)cc2)nc(Nc2ccc(-n3ccnc3)cc2)n1
nt	-6	Cc1ccc2[nH]c3nc(SCC#N)nnc3c2c1
-3	-3	CCN(CC)c1nc(NCCCN2CCCC2=O)nc(Nc2nccc3ccccc23)n1
7	8	CN1CCN(C(=O)c2ccc(-c3nccc(Nc4ccc(N5CCOCC5)cc4)n3)cc2)CC1
4	6	CC(C)N(CCNc1nc(-c2ccc(N3CCN(C)CC3)cc2)nc2c1ncn2Cc1ccc(C(F)(F)F)cc1)C(C)C
2	4	COc1cc(Nc2nc(Nc3ccc4ncccc4c3)nc3c2ncn3C(C)C)cc(OC)c1OC

Reformatted: results already given
mol	ASK1 inh	ULK1 inh
COc1ccc(CCNc2nc(-c3cccs3)nc3c2ncn3Cc2ccc(C(F)(F)F)cc2)cc1	1	-23
Nc1nccc(-c2ccc3nc(C4COc5ccc(C(=O)NCCO)cc5C4)[nH]c3c2)n1 (stereo unspecified)	15	17
Cc1ccc(-c2cnc(N3CCN(c4ccccn4)CC3)nc2)cc1	nt	-14
C=C[C@]1(C)C[C@@H](OC(=O)CSCCN(CC)CC)[C@]2(C)C(C)CC[C@]3(CCC(=O)[C@H]32)[C@@H](C)[C@@H]1O (stereo partly specified)	nt	10
CCN(CC)c1nc(NCCc2ccc(O)cc2)nc(Nc2ccc(-n3ccnc3)cc2)n1	7	-40

Screening results: PubChem BioAssay, The Scripps Research Institute Molecular Screening Center
